RGS4 block – human RGS4 inhibition; HEK293 M3R/RGS4 inducible, Fluo-4 calcium flux; active compounds read high; triggered by carbachol at its EC20; P49798; B-score at 10 µM; actives 0.45% (n = 310,000);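 active = B-score, a plate-corrected calcium signal, over three deviations above library mean, with baseline fluorescence within five deviations of library mean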;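 note: RGS4 expression induced by doxycycline in cells with stable M3 receptor; B-score is computed from the integrated fluorescence ratio over baseline after carbachol; higher B-score means a larger calcium signal and so more RGS4 inhibition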
Target sequence (P49798 whole entry, looked up): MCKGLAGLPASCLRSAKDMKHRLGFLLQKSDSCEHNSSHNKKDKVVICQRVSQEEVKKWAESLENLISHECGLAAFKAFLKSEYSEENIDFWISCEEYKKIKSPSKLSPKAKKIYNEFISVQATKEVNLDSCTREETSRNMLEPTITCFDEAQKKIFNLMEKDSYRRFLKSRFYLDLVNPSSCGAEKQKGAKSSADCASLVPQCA
TRPC4 inh – TRPC4 (mouse) channel inhibition | Q9QUQ5 | HEK293 TRPC4beta/mu-opioid, DAMGO-evoked Fluo4 calcium flux; active compounds read low | B-score at 10 µM | actives 0.39% (n = 300,000) | AID 2247;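 active = B-score over 3 SD under the library average, no early fluorescence shift, positive overall ratio signal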
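Material: HEK293 cells with stable TRPC4beta plus mu-opioid receptor expression / Probe or stimulus: DAMGO in two steps, submaximal then maximal / Compound: single concentration per test compound / Technique: kinetic Fluo4 fluorescence imaging of calcium influx / Read-out: per-well B score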
TRPC6 inhibitor – blocks the mouse TRPC6 cation channel. Q61143. HEK293-TRPC6, membrane potential dye, ACh-evoked depolarization; active compounds read low. B-score at 10 µM. actives 1.1% (n = 310,000). AID 2553;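 active = B-score under library mean minus 3 SD, initial fluorescence not abnormally high, positive integrated signal ratio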;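 note: B-score derived from integrated fluorescence ratio over the kinetic read; more negative B-score means stronger inhibition of depolarization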
MrgX1 agonist – activates human MrgX1 receptor signaling. B-score at 10 µM. actives 0.44% (n = 310,000). Q96LB2. MrgX1-HEK293 cells, Fluo-4 calcium fluorescence, agonist mode; active compounds read high;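 active = calcium response B-score plate-corrected fluorescence ratio at least 3 library SD, with starting fluorescence B-score inside 5 SD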
Target sequence (Q96LB2 whole entry, looked up): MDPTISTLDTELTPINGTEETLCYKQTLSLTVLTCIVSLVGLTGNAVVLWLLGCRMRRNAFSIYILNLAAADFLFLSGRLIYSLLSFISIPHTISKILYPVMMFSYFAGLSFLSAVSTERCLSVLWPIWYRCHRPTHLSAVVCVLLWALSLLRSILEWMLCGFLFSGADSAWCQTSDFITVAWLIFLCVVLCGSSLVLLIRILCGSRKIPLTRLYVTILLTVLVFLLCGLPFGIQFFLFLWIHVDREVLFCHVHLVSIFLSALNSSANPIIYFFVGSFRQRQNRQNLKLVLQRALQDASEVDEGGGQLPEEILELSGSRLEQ
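Assay system: stable human MrgX1 HEK293 cell line. Quantity: 15,000 cells per well. Schedule: cells plated overnight, dye loaded 0.5 h 37 °C, 0.5 h room temperature. Detection: Fluo-4 NW calcium-flux fluorescence, kinetic read. Read-out basis: peak-minus-minimum fluorescence over baseline, converted to B scores. Control set: positive and negative control wells on each plate.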
ANO1 block – mouse TMEM16A channel inhibition, primary screen; Q8BHY3; HEK293 TMEM16A/YFP iodide influx fluorescence, ionomycin; normalized B-score (activity score, 25-100; higher = stronger inhibition) at 10 µM; actives 1.2% (n = 310,000); AID 588511;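 active = ratio plate-corrected score three or more library SD toward inhibition, starting fluorescence score within five deviations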;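 note: score derived from kinetic fluorescence span divided by baseline fluorescence per well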
ANO1 activ – activators or potentiators of mouse TMEM16A chloride channel; B-score at 10 µM; Q8BHY3; HEK293 TMEM16A/YFP-H148Q/I152L, iodide quench fluorescence; active compounds read low; actives 0.3% (n = 340,000);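 active = fluorescence-ratio B-score plate-corrected deviation score at least 3 library SD below zero, with starting fluorescence score within 5 deviations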;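 note: channel opened by trigger with iodide after compound preincubation; score built on the fluorescence ratio of max minus min over baseline; more negative score means more quench and so TMEM16A activation or potentiation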
MrgX1 antag – antagonists of human MrgX1 receptor; Q96LB2; MRGX1-HEK293 calcium flux, Fluo-4, BAM8-22 antagonism; active compounds read low; B-score at 10 µM; actives 1.3% (n = 310,000);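 active = calcium-response B-score plate-corrected more than 3 library SD below zero, starting fluorescence within 5 deviations, no agonist response on first addition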;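 note: peak minus trough fluorescence over baseline after final BAM8-22 challenge near maximal dose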
TRPC6 activator – activators of mouse TRPC6 channel; HEK293-TRPC6 membrane potential dye fluorescence; active compounds read high; B-score at 10 µM; actives 0.13% (n = 310,000); AID 2550; Q61143;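 active = B-score of the integrated fluorescence ratio above library mean plus 3 SD, and starting fluorescence ratio within library mean plus 5 SD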;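 note: higher score means more depolarization so channel activation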
TRPC4 agonist – activators of mouse TRPC4 channel; actives 0.49% (n = 310,000); HEK293 TRPC4beta/mu-opioid, Fluo4 calcium fluorescence; active compounds read high; AID 2237; Q9QUQ5; B-score at 10 µM;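 active = B-score above 5 SD of library B-scores, and initial fluorescence ratio not above library mean plus 5 SD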;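 note: positive B-score marks a calcium rise read as TRPC4 activation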
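Material: TRPC4beta and mu-opioid receptor HEK293 stable cells | Incubation: 45 min room-temperature Fluo4 loading, 110 s read | Detection: Kinetic Fluo4 calcium fluorescence | Measure: Integrated baseline-normalised fluorescence ratio, converted to per-well B score | Benchmarks: Low control buffer alone, high control maximal DAMGO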
MrgX1 PAM – human MrgX1 positive allosteric modulation, primary screen; Q96LB2; MrgX1-HEK293, Fluo-4 calcium flux, FDSS; active compounds read high; B-score at 10 µM; actives 0.63% (n = 310,000); AID 588675;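 active = plate-corrected calcium response at least 3 library SD above typical, normal starting fluorescence, not activating the receptor alone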;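 note: compound read alongside a low EC10 to EC30 dose of BAM8-22 agonist; peak minus trough fluorescence over baseline measured at the second addition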
TRPC4 PAM – allosteric potentiators of mouse TRPC4 channel | Q9QUQ5 | HEK293 TRPC4beta/mu-opioid, DAMGO EC20, Fluo-4 Ca2+ flux; active compounds read high | B-score at 10 µM | actives 0.42% (n = 310,000);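 active = B-score of calcium response area above 5 SD of library B-scores, with initial fluorescence ratio within 5 SD of library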;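 note: B-score of integrated fluorescence ratio over time as area under calcium response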
Calls only.

How did COc1cccc(CNC(=O)CCC2CCCN(C(=O)c3ccc(F)c(Cl)c3)C2)c1 (stereo not given) do in these assays?
RGS4 block: inactive; TRPC4 inh: inactive; TRPC6 inhibitor: inactive; MrgX1 agonist: inactive; ANO1 block: inactive; ANO1 activ: inactive; MrgX1 antag: inactive; TRPC6 activator: inactive; TRPC4 agonist: inactive; MrgX1 PAM: inactive; TRPC4 PAM: inactive

How did CCOC(=O)c1ccc(N(C(=O)c2ccco2)C(C(=O)NC2CCCCC2)c2ccncc2)cc1 (stereo not given) do in these assays?
RGS4 block: inactive; TRPC4 inh: inactive; TRPC6 inhibitor: inactive; MrgX1 agonist: inactive; ANO1 block: inactive; ANO1 activ: inactive; MrgX1 antag: inactive; TRPC6 activator: inactive; TRPC4 agonist: inactive; MrgX1 PAM: inactive; TRPC4 PAM: inactive

How did Cc1ccccc1C(=O)N1c2ccccc2OCC1C(C)(C)C (stereo not given) do in these assays?
RGS4 block: inactive; TRPC4 inh: inactive; TRPC6 inhibitor: inactive; MrgX1 agonist: inactive; ANO1 block: inactive; ANO1 activ: inactive; MrgX1 antag: inactive; TRPC6 activator: inactive; TRPC4 agonist: inactive; MrgX1 PAM: inactive; TRPC4 PAM: inactive

What do the screens show for `CCCCN(C)S(=O)(=O)c1c(C)[nH]c(=O)[nH]c1=O`?
RGS4 block: inactive; TRPC4 inh: inactive; TRPC6 inhibitor: inactive; MrgX1 agonist: inactive; ANO1 block: inactive; ANO1 activ: inactive; MrgX1 antag: inactive; TRPC6 activator: inactive; TRPC4 agonist: inactive; MrgX1 PAM: inactive; TRPC4 PAM: inactive

What do the screens show for `COc1ccccc1CNC(=O)CCC(=O)N1CCOc2ccc(Cl)cc21`?
RGS4 block: inactive; TRPC4 inh: inactive; TRPC6 inhibitor: inactive; MrgX1 agonist: inactive; ANO1 block: inactive; ANO1 activ: inactive; MrgX1 antag: inactive; TRPC6 activator: inactive; TRPC4 agonist: inactive; MrgX1 PAM: inactive; TRPC4 PAM: inactive

How did CCOc1cc(/C=N/Nc2nc(Nc3ccccc3)nc(N3CCCCC3)n2)ccc1OCC(=O)O do in these assays?
RGS4 block: inactive; TRPC4 inh: inactive; TRPC6 inhibitor: inactive; MrgX1 agonist: inactive; ANO1 block: inactive; ANO1 activ: inactive; MrgX1 antag: inactive; TRPC6 activator: inactive; TRPC4 agonist: inactive; MrgX1 PAM: inactive; TRPC4 PAM: inactive

Results for CC(=O)Nc1ccc(S(=O)(=O)N(C)CC(=O)OCC(=O)N2CCN(C(=O)c3ccco3)CC2)cc1 ?
RGS4 block: inactive; TRPC4 inh: inactive; TRPC6 inhibitor: inactive; MrgX1 agonist: inactive; ANO1 block: inactive; ANO1 activ: inactive; MrgX1 antag: inactive; TRPC6 activator: inactive; TRPC4 agonist: inactive; MrgX1 PAM: inactive; TRPC4 PAM: inactive

Results for COc1ccc(OC)c2c1CCC2=O ?
RGS4 block: inactive; TRPC4 inh: inactive; TRPC6 inhibitor: inactive; MrgX1 agonist: inactive; ANO1 block: inactive; ANO1 activ: inactive; MrgX1 antag: inactive; TRPC6 activator: inactive; TRPC4 agonist: inactive; MrgX1 PAM: inactive; TRPC4 PAM: inactive

What do the screens show for `CC(=O)Nc1ccc2nc(NC(=O)c3cccnc3)sc2c1`?
RGS4 block: inactive; TRPC4 inh: inactive; TRPC6 inhibitor: inactive; MrgX1 agonist: inactive; ANO1 block: inactive; ANO1 activ: inactive; MrgX1 antag: inactive; TRPC6 activator: inactive; TRPC4 agonist: inactive; MrgX1 PAM: inactive; TRPC4 PAM: inactive

Results for Cc1ccc(NNC(=O)C(O)(c2cccc(C(F)(F)F)c2)c2cccc(C(F)(F)F)c2)cc1 ?
RGS4 block: inactive; TRPC4 inh: inactive; TRPC6 inhibitor: inactive; MrgX1 agonist: inactive; ANO1 block: inactive; ANO1 activ: inactive; MrgX1 antag: inactive; TRPC6 activator: inactive; TRPC4 agonist: inactive; MrgX1 PAM: inactive; TRPC4 PAM: inactive

Results for CN(C)CCNC(=O)/C=N/O ?
RGS4 block: inactive; TRPC4 inh: inactive; TRPC6 inhibitor: inactive; MrgX1 agonist: inactive; ANO1 block: inactive; ANO1 activ: inactive; MrgX1 antag: inactive; TRPC6 activator: inactive; TRPC4 agonist: inactive; MrgX1 PAM: inactive; TRPC4 PAM: inactive

Results for CCC(=O)NCC(=O)OCC(=O)c1ccccc1 ?
RGS4 block: inactive; TRPC4 inh: inactive; TRPC6 inhibitor: inactive; MrgX1 agonist: inactive; ANO1 block: inactive; ANO1 activ: inactive; MrgX1 antag: inactive; TRPC6 activator: inactive; TRPC4 agonist: inactive; MrgX1 PAM: inactive; TRPC4 PAM: inactive

How did CC(=O)C1=C(O)C(=O)N(c2ccc(Br)cc2)C1c1cccc(F)c1 (stereo not given) do in these assays?
RGS4 block: inactive; TRPC4 inh: inactive; TRPC6 inhibitor: inactive; MrgX1 agonist: inactive; ANO1 block: inactive; ANO1 activ: inactive; MrgX1 antag: inactive; TRPC6 activator: inactive; TRPC4 agonist: inactive; MrgX1 PAM: inactive; TRPC4 PAM: inactive

What do the screens show for `CCN(CC(=O)Nc1ccc(OC)cc1)C(=O)c1cc(S(=O)(=O)N(C)C)ccc1N1CCCC1`?
RGS4 block: inactive; TRPC4 inh: inactive; TRPC6 inhibitor: inactive; MrgX1 agonist: inactive; ANO1 block: inactive; ANO1 activ: inactive; MrgX1 antag: inactive; TRPC6 activator: inactive; TRPC4 agonist: inactive; MrgX1 PAM: inactive; TRPC4 PAM: inactive

What do the screens show for `Cc1nn(Cc2ccccc2)c(Cl)c1/C=C/C(=O)OC(C(=O)NC(N)=O)C(C)C` (stereo not given)?
RGS4 block: inactive; TRPC6 inhibitor: inactive; MrgX1 agonist: inactive; ANO1 block: inactive; ANO1 activ: inactive; MrgX1 antag: inactive; TRPC6 activator: inactive; TRPC4 agonist: inactive; MrgX1 PAM: inactive; TRPC4 PAM: inactive

Results for COCCOC(=O)C1=C(C)OC(N)=C(C#N)C1c1ccc2c(c1)OCO2 (stereo not given) ?
RGS4 block: inactive; TRPC4 inh: inactive; TRPC6 inhibitor: inactive; MrgX1 agonist: inactive; ANO1 block: inactive; ANO1 activ: inactive; MrgX1 antag: inactive; TRPC6 activator: inactive; TRPC4 agonist: inactive; MrgX1 PAM: inactive; TRPC4 PAM: inactive

Results for Cn1nc(C(F)(F)F)c(-c2cccc(C(F)(F)F)c2)c1NC(=O)c1nccnc1C(=O)O ?
RGS4 block: inactive; TRPC4 inh: inactive; TRPC6 inhibitor: inactive; MrgX1 agonist: inactive; ANO1 block: inactive; ANO1 activ: inactive; MrgX1 antag: inactive; TRPC6 activator: inactive; TRPC4 agonist: inactive; MrgX1 PAM: inactive; TRPC4 PAM: inactive

What do the screens show for `CCc1ccc(N/C(SCc2ccccc2C)=C(/C#N)C(=O)NCc2ccco2)cc1`?
RGS4 block: inactive; TRPC4 inh: inactive; TRPC6 inhibitor: inactive; MrgX1 agonist: inactive; ANO1 block: inactive; ANO1 activ: inactive; MrgX1 antag: inactive; TRPC6 activator: inactive; TRPC4 agonist: inactive; MrgX1 PAM: inactive; TRPC4 PAM: inactive

Results for O=C(CNCc1ccc(F)cc1)Nc1ccc(C(=O)N2CCCCC2)cc1 ?
RGS4 block: inactive; TRPC4 inh: inactive; TRPC6 inhibitor: inactive; MrgX1 agonist: inactive; ANO1 block: inactive; ANO1 activ: inactive; MrgX1 antag: inactive; TRPC6 activator: inactive; TRPC4 agonist: inactive; MrgX1 PAM: inactive; TRPC4 PAM: inactive

How did COc1ccc(CC(=O)NCC(=O)N/N=C/c2cc(Br)ccc2OC)cc1 do in these assays?
RGS4 block: inactive; TRPC4 inh: inactive; TRPC6 inhibitor: inactive; MrgX1 agonist: inactive; ANO1 block: inactive; ANO1 activ: inactive; MrgX1 antag: inactive; TRPC6 activator: inactive; TRPC4 agonist: inactive; MrgX1 PAM: inactive; TRPC4 PAM: inactive

How did COCCNC(=O)CN1CCC(NC(=O)Nc2ccc(C(F)(F)F)cc2)CC1 do in these assays?
RGS4 block: inactive; TRPC4 inh: inactive; TRPC6 inhibitor: inactive; MrgX1 agonist: inactive; ANO1 block: inactive; ANO1 activ: inactive; MrgX1 antag: inactive; TRPC6 activator: inactive; TRPC4 agonist: inactive; MrgX1 PAM: inactive; TRPC4 PAM: inactive

Results for Cc1nn(-c2ccccc2)c2c1C(c1ccc(Cl)cc1)N(c1ccccc1)C(=O)N2 (stereo not given) ?
RGS4 block: inactive; TRPC4 inh: inactive; TRPC6 inhibitor: inactive; MrgX1 agonist: inactive; ANO1 block: inactive; ANO1 activ: inactive; MrgX1 antag: inactive; TRPC6 activator: inactive; TRPC4 agonist: inactive; MrgX1 PAM: inactive; TRPC4 PAM: inactive

How did CC(=O)Nc1ccc(NC(=O)C(C)OC(=O)c2cccc(S(=O)(=O)N3CCCCC3)c2)cc1 (stereo not given) do in these assays?
RGS4 block: inactive; TRPC4 inh: inactive; TRPC6 inhibitor: inactive; MrgX1 agonist: inactive; ANO1 block: inactive; ANO1 activ: inactive; MrgX1 antag: inactive; TRPC6 activator: inactive; TRPC4 agonist: inactive; MrgX1 PAM: inactive; TRPC4 PAM: inactive

How did Cc1ccc2c(Cl)cc(Cl)c(OCC(=O)NCCc3ccccn3)c2n1 do in these assays?
RGS4 block: inactive; TRPC4 inh: inactive; TRPC6 inhibitor: inactive; MrgX1 agonist: inactive; ANO1 block: inactive; ANO1 activ: inactive; MrgX1 antag: inactive; TRPC6 activator: inactive; TRPC4 agonist: inactive; MrgX1 PAM: inactive; TRPC4 PAM: inactive

What do the screens show for `COc1ccc(C(=O)OCC(=O)c2c(N)n(C)c(=O)n(C)c2=O)cc1OC`?
RGS4 block: inactive; TRPC6 inhibitor: inactive; MrgX1 agonist: inactive; ANO1 block: inactive; ANO1 activ: inactive; MrgX1 antag: inactive; TRPC6 activator: inactive; TRPC4 agonist: inactive; MrgX1 PAM: inactive; TRPC4 PAM: inactive
